TCR act: activators of T cell receptors | primary human leukocytes, anti-CD3, IL-2 HTRF, 48 h | Potency, µM (titrated, usually from 9.22 µM), for inactives: at the top dose activation of IL-2 secretion, usual class: activators | 330,000 tested, under 10 active; also: % of control where 0% means no effect
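HTRF read-out of IL-2 secretion: europium cryptate donor excited at 320nm, d2 acceptor emission at 665nm. Cells were primary human leukocytes incubated 48 hr with compounds and a-CD3 beads, supplying TCR signal only.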
PTAP TSG101 blk: blocks PTAP/TSG101 interaction to inhibit HIV-1 budding | AID 493005 | Fluorescence polarization, FITC-PTAP peptide / Tsg101 binding | Potency, µM (titrated, usually from 115 µM), for inactives: at the highest dose activity change, negative = inhibition, hits mostly inhibitors | Q99816 | 340,000 tested, under 10 active; active = well fitted inhibition curve with a large enough effect in the main read-out, with a control signal flat, not every such curve was filed as active; inconclusive = small, poorly fitted or top-dose-only effect, or effect the other way, or a change in a side signal; inactive = no such curve, though single readings can be large or run the other way; also: potency is read from the fitted curve at half-maximal effect; % of control where 0% means no effect
Target sequence (Q99816 whole entry, looked up): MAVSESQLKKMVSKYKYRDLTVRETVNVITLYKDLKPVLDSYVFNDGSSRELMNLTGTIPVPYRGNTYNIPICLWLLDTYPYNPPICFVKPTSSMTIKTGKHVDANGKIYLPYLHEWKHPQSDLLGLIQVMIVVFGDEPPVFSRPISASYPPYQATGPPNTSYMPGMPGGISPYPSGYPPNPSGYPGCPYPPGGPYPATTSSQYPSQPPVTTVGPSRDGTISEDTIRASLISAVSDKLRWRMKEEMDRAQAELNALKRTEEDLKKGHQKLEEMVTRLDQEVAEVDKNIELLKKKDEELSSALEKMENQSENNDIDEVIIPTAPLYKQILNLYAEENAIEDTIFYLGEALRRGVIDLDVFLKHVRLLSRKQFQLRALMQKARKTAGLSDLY
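Fluorescence anisotropy tracks displacement of a FITC-tagged PTAP peptide (50 nM) from the Tsg101 binding domain (10 uM), following a 20 min room-temperature incubation at pH 7.5.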
A-T KAP1 phos: potential ataxia-telangiectasia treatments restoring KAP-1 phosphorylation; […] A-T fibroblasts, KAP-1 phosphorylation AlphaLISA; neocarzinostatin DNA damage 30 min before lysis; Potency, µM (top dose mostly 57.5 µM), without a hit: at the highest dose activation, hits mostly activators; 320,000 compounds, 0.19% hits; AID 485349; also: potency is read from the fitted curve at half-maximal effect; % of control where 0% means no effect; nearly all actives have a fitted effect of over 45% in size
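hTERT-immortalized A-T patient fibroblasts ([…]), 500 cells/well in OPTI-MEM, 1% FBS, got compounds for 60 min, then NCS for 30 min at 37C. Lysates were then assayed for phospho-KAP-1 by AlphaLISA (anti-pKAP1 donor, anti-KAP1 acceptor beads), 6 hr at 25C.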
TRPV1 ag: agonists of human vanilloid receptor 1 (TRPV1) | Q8NER1 | TRPV1-expressing cells, Fluo-8 calcium influx, agonist mode | activation, % at 8.33 µM | 320,000 compounds, 0.19% hits; in the data active = activation above about 80%; inconclusive = between about 30% and that limit; also: 0% is about no effect
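TRPV1-expressing cells were cultured overnight at 35.5C and loaded with Fluo-8 calcium dye for 40 to 90 min at room temperature. After a 10 s baseline, compound was added and calcium influx was read kinetically for 3 min (ex 480/em 520 nm).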
p53 reactivation: re-activators of mutant p53; H1299 p53-A138V BP100-luciferase reporter, luminescence, 24 h; Potency, µM (titrated, usually from 92.2 µM), for the others: at the highest dose activity change, positive = activation, usual class: activators; 320,000 compounds, 0.063% hits; AID 504706; also: potency is read from the fitted curve at half-maximal effect; % of control where 0% means no effect; nearly all actives have a fitted effect of over 45% in size
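p53-null H1299 cells stably carrying temperature-sensitive p53-A138V and a BP100-luciferase reporter were pinned with compounds (4-point, 1:5 series) and held 24 hrs at 37 deg C. Luminescence was read 10 min after detection reagent.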
B2AR arrestin: recruits beta-arrestin to the human beta2-adrenergic receptor | beta-arrestin recruitment to beta2AR, cell-based reporter | 330,000 compounds, 0.02% hits | Potency, µM (series often up to 46.1 µM), for inactives: top-dose activation, usual class: activators | P07550 | AID 492947;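 also: potency is read from the fitted curve at half-maximal effect; 0% = DMSO controls and full agonism = EC100 isoproterenol or metaproterenol; nearly all actives have a fitted effect of over 65% in size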
Target sequence (P07550 whole entry, looked up): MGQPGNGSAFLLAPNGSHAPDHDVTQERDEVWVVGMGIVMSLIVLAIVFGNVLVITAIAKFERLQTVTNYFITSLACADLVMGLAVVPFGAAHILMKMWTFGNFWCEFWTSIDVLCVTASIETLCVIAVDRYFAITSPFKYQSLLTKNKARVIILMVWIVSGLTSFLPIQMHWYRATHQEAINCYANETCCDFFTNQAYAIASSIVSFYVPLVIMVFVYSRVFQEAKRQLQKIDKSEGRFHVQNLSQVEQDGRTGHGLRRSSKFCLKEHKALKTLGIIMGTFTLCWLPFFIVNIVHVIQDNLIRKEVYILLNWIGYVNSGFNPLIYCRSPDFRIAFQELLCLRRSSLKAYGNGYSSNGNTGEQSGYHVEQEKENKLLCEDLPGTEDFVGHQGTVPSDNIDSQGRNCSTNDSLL
CXXC DNA block: blocks binding of human MLL CXXC domain to DNA; Potency, µM (doses to about 115 µM), for inactives: top-dose activity change, negative = inhibition, actives largely listed as inhibitors; AID 2662; MLL-CXXC / FITC-HOXA9 DNA fluorescence polarization; Q03164; 290,000 compounds, 0.037% hits; active = well fitted inhibition curve with a large enough effect in the polarisation, with a control signal flat, not every such curve was filed as active; inconclusive = small, poorly fitted or top-dose-only effect, or effect the other way, or a change in a side signal; inactive = no such curve, though single readings can be large or run the other way; the % refers to the polarisation; also: potency is read from the fitted curve at half-maximal effect
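Purified MLL-CXXC (added from a 7 uM solution) was preincubated 5 min at ambient with pinned compounds in 50 mM Tris-HCl pH 7.5, 50 mM NaCl, 1 mM DTT, 0.05% BSA. Fluorescein-labeled HOX-A9 DNA (50 nM solution) followed, 30 min, then polarization read.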
a7 integrin act: activates integrin-mediated alleviation for muscular dystrophy. 350,000 compounds, 0.064% hits. alpha7betagal myoblasts, beta-gal FDG fluorescence, 48 h. AID 624291. Potency, µM (top dose mostly 38.3 µM), for the others: top-dose activation, most hits filed as activators;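 also: potency is read from the fitted curve at half-maximal effect; 100% = response of the positive control SU9516; nearly all actives have a fitted effect of over 60% in size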
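Alpha7betagal+/- myoblasts (passage 13) were plated 16-24 hr, then exposed to compounds (1:260 dilution of DMSO stock) for 48 hours at 37C. After MPER lysis, β-galactosidase reporter activity was read as FDG fluorescence (ex 480/em 540) after 30 minutes.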
ELG1 DNA repair: ELG1-dependent DNA repair inhibition; Potency, µM (titrated, usually from 46.1 µM), inactives show top-dose activity change, negative = inhibition, usual class: inhibitors; AID 504467; 330,000 compounds, 2.3% hits; HEK293T ELG1-luciferase reporter, luminescence, 16 h; DNA damage induced by 5-fluorouridine; also: potency is read from the fitted curve at half-maximal effect; % is scaled to controls: 0 for no effect and ±100 for the full control effect; nearly all actives have a fitted effect of over 55% in size
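Luminescence from the luciferase reporter, measured 30 min after ONE-Glo reagent at room temperature, was the read-out. Beforehand, 2,000 cells per well were exposed for 16 hr at 37 °C to 5-fluorouridine together with compound or vehicle.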
BRCA1 expr act: BRCA1 expression activation. MCF7-BRCA1-FFLuc reporter, luminescence, 48 h; response scale: scaled: vehicle 0%, 10 µM genistein 100%. Potency, µM (highest dose often 46.1 µM), for inactives: top-dose activation, actives largely listed as activators. 380,000 compounds, 1.1% hits. AID 624202; also: potency is read from the fitted curve at half-maximal effect; nearly all actives have a fitted effect of over 80% in size; some results filed as inactive show a strong effect at the top dose
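Quantitative HTS in MCF7 cells stably reporting BRCA1 expression via firefly luciferase. Compound treatment lasts 48 h at 37 °C in phenol-red free MEM. Activation is expressed relative to genistein at 10 microM and DMSO.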
Numbers without * were called inactive; ? = inconclusive; / = no result given; & = joins results of further samples; [ ] = remark or other dose. Unless noted, calls follow the shape of the dose curve; as a rule, active = well fitted curve in the direction sought with a large enough effect; inconclusive = small, poorly fitted or top-dose-only effect, or another doubt; inactive = no such curve, though single readings can be large; an effect the other way counts as inactive or inconclusive. Compounds were not picked by outcome. Share with any hit: about 3.8%.

SMILES	TCR act	PTAP TSG101 blk	A-T KAP1 phos	TRPV1 ag	p53 reactivation	B2AR arrestin	CXXC DNA block	a7 integrin act	ELG1 DNA repair	BRCA1 expr act
COc1ccc(-c2ccc(-c3noc(-c4ccccc4F)n3)c(OC)n2)cc1	1%	1%	1%	-6	14%	-1.7%	15%	19%	7%	10%
COC(=O)Cc1c(O)ccn(CCc2ccccc2)c1=O	-2%	-1%	1%	1	-11%	-0.1%	-3%	-148%[inhibitor]	-4%	10%
C[C@H](NC(=O)N1CCn2c1nc1ccccc12)C(=O)NCc1ccco1	-2%	0%	-5%	1	-8%	0.5%	0%	22%	-2%	-20%
CCN(CC)c1ccc(/C=N/NC(=O)c2ccc3nc[nH]c3c2)c(O)c1	-2%	-3%	-3%	2	12%	-1.0%	47%[activator]	-16%	?	-75%
O=C(Cc1ccccc1F)NCC(=O)Nc1ccccc1Br	2%	-6%	8%	-5	6%	3.5%	-6%	5%	20%	47%
COc1ccccc1CNCC(=O)Nc1ccc(C(F)(F)F)cc1	-4%	-4%	-2%	20	-1%	-0.1%	0%	28%	-16%	-2%
CCN(C(=O)c1cc(S(=O)(=O)N2CCc3ccccc32)cn1C)c1ccccc1	-10%	-3%	4%	14	/	0.1%	/	-21%	-5%	-24%
CC(C(=O)Nc1ccc2c(c1)OCO2)N1CCN(C)CC1 (stereo not given)	3%	-3%	-3%	/	1%	-0.3%	-21%	-31%	-14%	0%
COc1cc(-n2nnnc2SCC(=O)N2CCN(c3ccc(F)cc3)CC2)c(OC)cc1Cl	1%	2%	-1%	?	-3%	0.1%	9%	-11%	?	-75%
Cc1cc(C(=O)Nc2c(C)n(C)n(-c3ccccc3)c2=O)c(C)o1	4%	-4%	2%	2	8%	-0.3%	-1%	3%	-4%	-2%
O=c1ccc(-c2ccccc2)nn1Cc1ccc(F)cc1	-10%	-5%	20%	?	3%	0.5%	12%	-21%	2%	46%
COc1ccccc1S(=O)(=O)Nc1cc(S(=O)(=O)N2CCCCC2)ccc1N1CCOCC1	-3%	-3%	2%	6	14%	0.1%	-1%	-19%	0%	-15%
COC(=O)c1ccc(CNC(=O)COC(=O)/C=C/c2cc(OC)c(OC)c(OC)c2)cc1	1%	1%	8%	/	-6%	-0.4%	/	-9%	-2%	2%
C/C=C\C(=O)Nc1cccc(C2=NOC3(C2)C[C@H](C(N)=O)N(C(=O)Cc2ccc([N+](=O)[O-])cc2)C3)c1 (stereo not given in full)	-2%	-3%	6%	4	1%	-1.1%	10%	1%	1%	0%
COc1cc(NC(=O)Cc2ccccc2)cc(OC)c1	-10%	-4%	-13%	-1	-11%	-0.4%	-6%	9%	-22%	-1%
COc1ccc(CNC(=O)c2ccc(CS(=O)(=O)c3ccc(Br)cc3)o2)cc1	13%	0%	6%	0	/	-1.2%	/	-12%	-8%	0%
Cc1ccc(C(=O)Nc2nccc(C)n2)cc1	/	2%	2%	2	?	0.0%	-4%	-11%	?	56%
CC(=O)Nc1cccc(NC(=O)Nc2cccc(Cl)c2C)c1	-3%	-4%	3%	-2	8%	-0.5%	8%	-15%	2%	-1%
Cc1ccc(OCC(=O)NNC(=O)Cn2nnc(-c3ccccc3)n2)cc1	-8%	2%	1%	1	0%	-0.1%	18%	6%	-5%	0%
CCCOc1ccc(N2C(=O)CC(NCC(=O)OCC)C2=O)cc1 (stereo not given)	1%	-4%	/	/	/	/	/	7%	/	-4%
CN1CCN(c2ccccc2NC(=O)c2ccc(OCc3ccccc3)cc2)CC1	-6%	-5%	3%	?	?	-1.3%	13%	-35%	?	-47%
O=C(c1ccccc1)c1ccc(OCCCN2CCCCC2)cc1	9%	-6%	1%	-2	0%	-0.2%	9%	-27%	2%	-27%
CCC1CCCCN1CCCNC(=O)c1cn(CC)c2ccc(S(=O)(=O)N3CCc4ccccc4C3)cc2c1=O (stereo not given)	-2%	-2%	5%	4	-2%	0.0%	-4%	-26%	9%	0%
COc1ccc(C2CC(c3ccccc3)=NN2c2ccc(/C=N/NC(=O)c3ccncc3)cc2)cc1 (stereo not given)	1%	9%	-1%	6	-3%	-0.3%	?	-21%	?	-57%
Nc1cccc(S(=O)(=O)NC2=NCCC2)c1	2%	-1%	8%	-1	1%	-0.5%	-5%	1%	1%	-5%
(further entries)
SMILES	TCR act	PTAP TSG101 blk	A-T KAP1 phos	TRPV1 ag	p53 reactivation	B2AR arrestin	CXXC DNA block	a7 integrin act	ELG1 DNA repair	BRCA1 expr act
CCS(=O)(=O)c1ccc2oc(Nc3cc(Cl)ccc3OC)nc2c1	-7%	1%	6%	6	1%	-0.6%	-5%	-26%	0%	20%
COc1ccccc1C(=O)NCCC(=O)NCC(c1ccco1)N1CCCC1 (stereo not given)	-6%	-3%	-11%	-5	-4%	-0.2%	/	-1%	5%	-23%
Clc1ccccc1CNc1ncnc2nc[nH]c12	-4%[46.1 µM]	0%	2%	3	6%	0.3%	6%	8%	-12%	0%&10%&16%
Brc1cc(Br)c2nc(-c3cccs3)ccc2c1	0%	-2%	7%	-2	?	-0.9%	-3%	-19%	?	0%
CN(c1ccc(C(=O)N2CCCCCC2)cc1)S(=O)(=O)c1ccccc1	0%	-1%	1%	9	?	-0.3%	/	-19%	21%	-8%
COc1cc(/C=C(/C#N)C(=O)c2c(C)[nH]c3ccccc23)ccc1OCC#N	-2%	-5%	14%	0	3%	-0.1%	0%	-11%	8%	-23%
CC(=O)c1cccc(NS(=O)(=O)c2cc3c(cc2C)N(C(C)=O)CCO3)c1	2%	0%	4%	3	-4%	4.1%	0%	-37%	10%	-24%
Cc1cc2sc3ccccc3c(=O)c2c(C)c1O	1%	-5%	6%	-1	19%	-1.1%	21%	3%	?	85%
NC(=O)CCn1c(=O)oc2ccccc21	/	2%	-3%	-1	-6%	-0.6%	-5%	6%	7%	3%
O=c1[nH]c(CSc2ncnc3sccc23)nc2ccccc12	-1%	-3%	-9%	0	3%	-0.9%	?	-24%	29%	63%
Cc1ccc(C)c(N2CCN(S(=O)(=O)c3ccc4[nH]c(=O)c(=O)[nH]c4c3)CC2)c1	-2%	-9%	-4%	0	?	-0.6%	0%	?	26%	-10%
O=C(c1ccccn1)N1CCCC(N2CCN(Cc3ccc4c(c3)OCO4)CC2)C1 (stereo not given)	6%	-2%	24%	1	25%	-0.1%	18%	9%	25%	-2%
C[C@H](CO)N1C[C@H](C)[C@@H](CN(C)S(=O)(=O)c2ccccc2)Oc2ccc(NC(=O)NC3CCCCC3)cc2C1=O	-9%	-5%	/	/	/	-0.9%	/	0%	-8%	-20%
O=C(COc1ccccc1)NNC(=O)c1cc2ccccc2oc1=O	1%[46.1 µM]	0%	5%	0	?	3.8%	3%	1%	19%	-1%
COc1ccc(NC(=O)CN(c2ccc(C)cc2)S(=O)(=O)c2c(C)nn(C)c2C)cc1OC	-4%	-1%	-11%	-4	-6%	-0.4%	12%	1%	-26%	-20%
CCOc1cc(C2C3=C(CCCC3=O)Nc3nc(C(=O)OC)nn32)ccc1OC (stereo not given)	-3%	-4%	-3%	-2	2%	-0.2%	-6%	5%	-10%	10%
CCCCNS(=O)(=O)c1ccc(OCC(=O)OC)cc1	1%[46.1 µM]	0%	-6%	-1	-2%	-0.4%	-2%	14%	-1%	0%
COC(=O)Cn1cnc2c(nnn2-c2cccc(OC)c2)c1=O	-4%	0%	8%	3	3%	-0.1%	29%	?	-1%	-3%
COc1ccc(CCNC(=O)CCS(=O)(=O)c2ccc3c(c2)oc(=O)n3C)cc1OC	-5%	1%	19%	0	1%	-0.8%	2%	3%	3%	0%
CC(O)CNc1nc2ccccc2n1CC(=O)NCCc1ccc(Cl)cc1 (stereo not given)	15%	2%	/	2	-4%	-1.4%	-6%	15%	-7%	-15%
Cc1ccc(-c2cc(C(=O)O)n[nH]2)o1	0%	-4%	-7%	-3	0%	-0.1%	12%	20%	26%	6%
CCOC(=O)c1[nH]c2c(c1-c1ccccc1)C(=O)CC(c1ccc(OC)c(OC)c1)C2 (stereo not given)	0%	1%	11%	-2	-10%	6.1%	-1%	-10%	?	-25%
Cc1c(C(=O)N/N=C/c2c(O)ccc3ccccc23)nnn1-c1nonc1N	2%	-7%	3%	0	6%	-0.1%	50%[activator]	-24%	?	-68%
COc1ccccc1C(=O)NCCC(=O)N(C)CC(=O)Nc1ccc(Cl)cc1	-8%	1%	8%	2	8%	0.0%	/	-10%	-1%	0%

Screening results deposited in PubChem by National Center for Advancing Translational Sciences (NCATS).
